High-throughput results (PubChem BioAssay)
KB-V1 cytotox – qHTS assay for MDR1-selective chemotherapeutics: Primary screen using the drug-selected MDR subline cells KB-V1. 400,000 tested, 3.4% active. AID 1347076, 2019. KB-V1 MDR cells viability, CellTiter-Glo, 72 h. Potency, µM (doses to about 46.1 µM), for inactives: at the top dose activity change, negative = cytotoxicity, most hits filed as cytotoxic; note: nearly all actives have a fitted effect of over 60% in size
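KB-V1 MDR subline cells in DMEM (phenol-red free, 10% FBS) exposed to compounds in qHTS concentration series for 72 h at 37 degrees C. Viability read by CellTiter-Glo luminescence; concentration-effect curves fitted after normalization and correction.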
KB-3-1 tox – qHTS assay for MDR1-selective chemotherapeutics: Primary screen using the parental adenocarcinoma cell KB-3-1 | KB-3-1 viability, CellTiter-Glo ATP luminescence, 72 h | Potency, µM (top dose mostly 46.1 µM), without a hit: at the top dose activity change, negative = cytotoxic, most hits filed as cytotoxic | 400,000 tested, 1.4% active | AID 1347075, 2019; note: nearly all actives have a fitted effect of over 60% in size
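Using CellTiter-Glo luminescence, growth of non-resistant KB-3-1 adenocarcinoma cells is assessed 72 h after pin-tool compound addition at 37 °C. Normalized responses across the concentration series yield fitted curves.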
* = called active by the depositor; ? = inconclusive; & = joins results of further samples. Calls come from the whole dose curve; as a rule, active = well fitted cell-killing curve with a large enough effect; inconclusive = small, poorly fitted or top-dose-only effect, or effect the other way; inactive = flat fitted curve, though single readings scatter. % is set by controls: 0 for no effect and ±100 for the full control effect; potency is the fitted concentration of half-maximal effect.

SMILES	KB-V1 cytotox	KB-3-1 tox
CC(C)CCNC(=O)Cn1cc(S(=O)(=O)Cc2ccc(F)cc2)c2ccccc21	-29%	-3%
CN1CCN(c2nn3c(=O)c4ccccc4nc3s2)CC1	-19%	-8%
CC1CCN(C(=O)c2cnn(-c3ccc(Cl)cc3)c2C2CCN(C(=O)OC(C)(C)C)CC2)CC1	-14%	0%
CCn1cc(S(=O)(=O)c2ccccc2)c(=O)c2cc(F)c(N3CCCCCC3)cc21	7%	2%
COc1ccc(CNC(=O)CCCCCn2c(=O)[nH]c3ccccc3c2=O)cc1	?	2%
COc1ccc(NC(=O)c2cnn(-c3ccc(F)cc3F)c2C2CCN(C(=O)OC(C)(C)C)CC2)cc1Cl	-10%	-9%
Cc1ccc(-c2cn3c(n2)sc2cc(C(=O)N4CCCCC4)ccc23)cc1	-21%	1%
N#Cc1cccc(S(=O)(=O)N2CCN(S(=O)(=O)c3ccc4c(c3)OCCO4)CC2)c1	0%	21%
O=[N+]([O-])c1ccc2c(c1)C=C/C2=C/c1ccccc1	18%	-11%
CS(=O)(=O)c1ccc(C(=O)OCC(=O)Nc2cc(C(F)(F)F)ccc2Cl)cc1[N+](=O)[O-]	-10%	?
CCCCCCN(CCCCCC)c1ccc(/C=C/c2ccnc3ccccc23)cc1	3%	?
CCn1c(C(=O)N2CCC(C(=O)N3CCN(c4ccc(OC)cc4)CC3)CC2)cc2sccc21	-1%	-25%
COc1ccccc1CNC(=O)C(=O)NCC(c1ccco1)S(=O)(=O)c1cccs1 (stereo unspecified)	-1%	-1%
Cc1ccc2[nH]c(=O)c(CN(Cc3ccccc3)Cc3nnnn3Cc3ccco3)cc2c1	-2%	20%
CCOc1ccccc1CNC(=O)c1ccc(N2Cc3ccccc3Oc3ncccc32)s1	3%	7%
CCCC(=O)Oc1ccc2[nH]c(C(=O)c3cc4ccccc4[nH]3)cc2c1	2%	-24%
O=C(Nc1ccccc1)c1ccc(Br)c(S(=O)(=O)N2CCCCC2)c1	-22%	?
Oc1ccc(Br)cc1C1C=C(c2ccc3c(c2)OCO3)NC(c2ccc(Br)cc2)N1 (stereo unspecified)	15%	0%
c1ccc(-c2nc(-c3cnc4ccccc4n3)cs2)cc1	-29%	?
Fc1ccc(CCNc2ncnc3nc[nH]c23)cc1	13%&0%	-4%&-12%
O=Cc1ccc(/C=C2\C=Cc3ccccc32)cc1	0%	?
COc1cc2nc(N3CCCN(C)CC3)nc(Nc3ccncc3)c2cc1OC	0%	13µM*
Cc1ccc(OCc2nc(C#N)c(NCCc3ccccc3)o2)cc1	2%	2%
CC1CN(C(=O)N2CCC(C(=O)N3CCN(c4ccccc4)CC3)CC2)c2cc(Cl)ccc2O1 (stereo unspecified)	3%	12%
CCN(c1ccccc1)c1nnc(NC(=O)Nc2ccc(Br)cc2)s1	-9%	20%
O=[N+]([O-])c1ccc(-c2cc3ccccc3[nH]2)cc1	-1%	6%
COc1cccc(CNC(=O)c2cc(-c3ccc(Cl)cc3)n[nH]2)c1	7%	6%
O=C(NCCc1ccc(Cl)cc1)C(=O)NCC(c1ccco1)S(=O)(=O)c1cccs1 (stereo unspecified)	-14%	-7%
COc1ccccc1CCNC(=O)Cc1ccc(NC(=O)N2CCSc3ncccc32)cc1	5%	-5%
CCN(c1ccccc1)c1nnc(NC(=O)Nc2cccc(Cl)c2C)s1	12%	13%
CCN(CC)c1nc2c(S(=O)(=O)c3ccc(C)cc3)nnn2c2ccsc12	-3%	4%
O=C(NCc1ccccc1F)C1CCCN(C(=O)N2CCOc3ccccc32)C1 (stereo unspecified)	0%	0%
O=C(NCc1cccc(Br)c1)c1ccc(-n2cnc3cccnc32)cc1	-6%	10%
COc1ccc(N2CCN(c3ncnc4c3nnn4C)CC2)cc1	-15%	0%
NC1CCc2ccc([N+](=O)[O-])cc21 (stereo unspecified)	3%	17%
CC(=O)c1ccc(N2CCN(S(=O)(=O)c3ccc4c(c3)C(C)(C)C(=O)N4)CC2)cc1	0%	0%
Cc1ccc(CCNC(=O)CSCc2nc(-c3ccc(C)cc3)oc2C)cc1	-6%	-2%
O=C(NCC(c1cccnc1)N1CCN(c2ccccc2F)CC1)C(=O)Nc1ccc(F)cc1F (stereo unspecified)	0%	-1%
CCOC(=O)N1CCN(C(=O)c2cnn(-c3cccc(C)c3)c2-n2cccc2)CC1	2%	-11%
CCOc1ccc(CNC(=O)c2ccc3c(c2)nc2n3CCOC2)cc1	7%	6%
Cc1ccc(-c2nc(CS(=O)(=O)CC(=O)NCCc3ccccc3)c(C)o2)cc1	20%	3%
Cc1ccc(Cn2c(SCc3ccc(C(=O)O)cc3)nc3cccnc32)cc1	21%	0%
COc1cccc(-c2cc(C(=O)NCCc3ccc(C)cc3)[nH]n2)c1	9%	0%
Cc1ccc(-c2sc(C(=O)Nc3ccc(Br)cc3)cc2CC(=O)O)cc1	21%	8%
CC(=O)N1c2ccccc2C(=O)C1N1CCN(c2ccc(F)cc2)CC1 (stereo unspecified)	3%	7%
CN1CCN(Nc2nn3c(=O)c4ccccc4nc3s2)CC1	?	-22%
O=S(=O)(c1ccccc1)N1CCN(S(=O)(=O)c2ccccc2)CC1	0%	?
CN(CC(=O)O)c1ccc(/C=C/c2ccnc3ccccc23)cc1	?	-18%
CC(C)Cc1ccc(S(=O)(=O)N2CCN(Cc3noc(CCC(=O)N4CCCCC4)n3)CC2)cc1	-5%	-14%
CCOc1ccc(CNC(=O)C2CCCN(S(=O)(=O)N(C)c3ccc(F)cc3)C2)cc1OC (stereo unspecified)	1%	?
CCC(=O)Nc1ccc(CC)cc1-c1nc2ccccc2n(CC(=O)Nc2cccc(OC)c2)c1=O	12%	3%
O=[N+]([O-])c1ccccc1S(=O)(=O)NCc1ccccn1	9%	11%
Cc1ccc(CNC(=O)c2cccn2-c2nnc(N3CCCC3)s2)cc1	-5%	11%
O=Cc1ccc(O)cc1	9%	10%
CC(C)(C)c1ccc(S(=O)(=O)N2CCN(C(=O)c3cc(-c4ccc(Br)cc4)n[nH]3)CC2)cc1	13%	1%
Cc1cccn2c(=O)cc(COc3cccc(NC(=O)c4cccc(Cl)c4)c3)nc12	-29%	28%
CCCCN(CC)CCCNC(=O)Cn1nc(CC)n2c(cc3sccc32)c1=O	?	-11%
COc1ccc(N(Cc2cccs2)C(=O)c2ccc(Br)o2)cc1	5%	-7%
Cc1ccc(-n2ncc(C(=O)NCCN3CCCC3)c2C2CCN(C(=O)OC(C)(C)C)CC2)cc1	6%	-5%
O=S(=O)(c1ccccc1)c1nnn2c1nc(NCc1ccc(Cl)cc1)c1sccc12	24%	-2%

One compound at a time (already shown). Values in the order: KB-V1 cytotox | KB-3-1 tox
CN1CCN(Nc2nn3c(=O)c4ccccc4nc3s2)CC1 is entered as ? | -22%
O=[N+]([O-])c1ccccc1S(=O)(=O)NCc1ccccn1 is entered as 9% | 11%
Cc1ccc(-n2ncc(C(=O)NCCN3CCCC3)c2C2CCN(C(=O)OC(C)(C)C)CC2)cc1 is entered as 6% | -5%
CCC(=O)Nc1ccc(CC)cc1-c1nc2ccccc2n(CC(=O)Nc2cccc(OC)c2)c1=O is entered as 12% | 3%
CCCCN(CC)CCCNC(=O)Cn1nc(CC)n2c(cc3sccc32)c1=O is entered as ? | -11%

(further entries)
SMILES	KB-V1 cytotox	KB-3-1 tox
Cc1cc(C)cc(NC(=O)c2sc3nc(-c4cc5ccccc5oc4=O)[nH]c(=O)c3c2C)c1	9%	3%
CC1=C(C(=O)Nc2ccc(C)cc2Cl)C2(CCCCCC2)OC1=O	0%	-10%
O=C1c2ccccc2C(=O)N1c1ccc(S(=O)(=O)N2CCOCC2)cc1	10%	?
Brc1cccc[n+]1CCCC[n+]1ccccc1Br	-2%	18%
O=C(C[n+]1ccc(/C=C/c2c[nH]c3ccccc23)c2ccccc21)c1ccccc1	-2%	3%
CCOC(=O)c1ccc(NC(=O)N2CCOc3ccccc32)cc1	21%	-7%
COc1ccc(C)cc1NC(=O)c1c2c(nc3ccccc13)C(=O)N(C1CCCCC1)C2	-22%	-9%
Cc1ccc(CNC(=O)c2ccc3c(c2)c(C)c(C)n3Cc2ccc(Cl)cc2)o1	-2%	-3%
COc1ccc(CCNC(=O)c2ccc(Cn3c(SCc4ccccc4)nc4cccnc43)cc2)cc1	9%	0%
CCOc1cc(C(=O)NCc2ccc3c(c2)CCN3C(=O)c2ccc(F)cc2)cc(OCC)c1OCC	-32%	-13%
O=C(C[n+]1ccccc1Br)c1ccc(Cl)cc1	22%	30%
NCCCNc1ncnc2ccc(-c3ccc4c(c3)OCO4)cc12	0%	?
COc1ccc(NC(=O)c2cccn2-c2nnc(N3CCCCC3)s2)cc1Cl	1%	-5%
COc1ccccc1Cc1nc2ccccc2nc1SCC(=O)N1CCCc2ccccc21	-4%	-2%
COc1ccc(NC(=O)C(C)N2Cc3ccccc3C2=O)cc1OC (stereo unspecified)	-7%	16%
O=C(c1cc2ccccc2[nH]1)c1cc2cc(O)ccc2[nH]1	-2%	-23%
O=C(Nc1ccc(Cl)cc1Cl)[C@@H]1CC=C[C@@H]2CCN(C3CC3)C(=O)[C@@H]21	?	1%
CCOc1ccc(NC(=O)c2ccc(NC(=O)N3CCSc4ncccc43)cc2)cc1	-14%	-11%
COc1ccc(OC)c(NC(=O)CN2CCCN(Cc3cc(C)ccc3C)S2(=O)=O)c1	0%	16%
CCN(N=O)c1ccc(/C=C/c2ccnc3ccccc23)cc1	?	?
CCOC(=O)c1c(NC(=O)CS(=O)(=O)c2ccc(C)cc2)sc2c1CCCCC2	-2%	-2%
O=C(NCc1ccccc1)C(=O)NCC(c1ccco1)S(=O)(=O)c1cccs1 (stereo unspecified)	-13%	1%
Cc1ccc(-c2nc(CSc3nncn4c3cc3occc34)c(C)o2)cc1	-12%	0%
O=CC(=O)c1ccc(Cl)cc1	10%	14%
CCCSCCCNC(=O)C1CCCN(c2nn3cc(-c4ccc(OC)cc4)nc3s2)C1 (stereo unspecified)	6%	2%
CCOC(=O)c1ccc(NC(=O)C2CCN(C(=O)N3CC(C)Oc4ccc(C)cc43)CC2)cc1 (stereo unspecified)	-8%	0%
Cc1cc2ccc(Cl)nc2nc1C	?	?
CCOc1ccccc1CNC(=O)CCCn1nc(C)c2sc3ccccc3c2c1=O	-4%	-5%
NC(=O)COC(=O)c1ccccc1OCC(=O)Nc1ccc(Br)cc1	-1%	0%
CCOc1ccc(C(=O)NCc2ccc3c(c2)CCN3C(=O)c2ccccc2)cc1	?	?
CCc1nc2ccc(C(=O)NCc3cc(OC)ccc3OC)cc2nc1CC	2%	-6%
COc1ccccc1CCC(=O)O	4%	2%
O=C(C[N+]12CN3CN(CN(C3)C1)C2)c1ccc(Cl)cc1	-11%	-3%
O=C(NC(c1ccco1)c1cc(Cl)c2cccnc2c1O)c1ccsc1 (stereo unspecified)	-10%	?
COc1ccc(-c2cc(C)no2)cc1S(=O)(=O)Nc1c(C)cc(C)cc1C	-11%	-8%
CC(=O)c1ccc(NC(=O)Cn2cc(S(=O)(=O)Cc3ccccc3Cl)c3ccccc32)cc1	-1%	3%
COCCn1c(C)cc(O)c(C(c2ccccc2)N2CCC(C)CC2)c1=O (stereo unspecified)	5%	1%
C[N+]1(CC(=O)c2ccc(I)cc2)CCOCC1	4%	12%
Cc1ccc(Nc2c(-c3ccc(C)s3)nc3ncccn23)cc1	-2%	0%
Cc1cc(C)c(CSc2nnc(C)n3c2cc2occc23)c(C)c1	3%	10%

Structural class: the entries above containing a tert-butyl group (four)
SMILES	KB-V1 cytotox	KB-3-1 tox
CC1CCN(C(=O)c2cnn(-c3ccc(Cl)cc3)c2C2CCN(C(=O)OC(C)(C)C)CC2)CC1	-14%	0%
COc1ccc(NC(=O)c2cnn(-c3ccc(F)cc3F)c2C2CCN(C(=O)OC(C)(C)C)CC2)cc1Cl	-10%	-9%
CC(C)(C)c1ccc(S(=O)(=O)N2CCN(C(=O)c3cc(-c4ccc(Br)cc4)n[nH]3)CC2)cc1	13%	1%
Cc1ccc(-n2ncc(C(=O)NCCN3CCCC3)c2C2CCN(C(=O)OC(C)(C)C)CC2)cc1	6%	-5%

2 entries from above, with two lines to a compound.
Each structure is followed by: KB-V1 cytotox	KB-3-1 tox
COCCn1c(C)cc(O)c(C(c2ccccc2)N2CCC(C)CC2)c1=O (stereo unspecified)
    5%	1%
C[N+]1(CC(=O)c2ccc(I)cc2)CCOCC1
    4%	12%

(cont.)
SMILES	KB-V1 cytotox	KB-3-1 tox
CN(C)c1ccc(/C=C/c2ccnc3ccccc23)c(N)c1	?	?
COc1ccccc1NC(=O)CSC1=Nc2ccccc2C2=NC(CC(=O)NCc3cccs3)C(=O)N12 (stereo unspecified)	18%	-2%
C[N+]1(CC(=O)c2ccc(Br)cc2)CCOCC1	10%	19%
COc1ccc(N2CCN(C(=O)CSc3n[nH]c(-c4ccccc4)n3)CC2)cc1	-4%	-4%
COc1ccc(-c2cnnn2-c2ccc(NC(=O)c3c(F)cccc3F)cc2)cc1	10%	-28%
CCOC(=O)[C@@H](C)N(C(=O)OC(C)(C)C)S(=O)(=O)N(Cc1ccccc1)[C@@H](C(=O)OC)C(C)C	-29%	-4%
Cc1cc(C)c2nc(N3CCCC(C(=O)NCc4cccc(Cl)c4)C3)sc2c1 (stereo unspecified)	7%	7%
COc1ccc(NS(=O)(=O)c2ccccc2C(=O)O)cc1	11%	?

These rows are one share of the data; rates above refer to the full screens.
